GPR151 activ: human GPR151 activation | Q8TDV0 | PathHunter beta-arrestin GPR151 cells, luminescence | activation, % at 11.2 µM | 1% of 650,000 active | AID 1508602; in the data active means activation above about 4.9%;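 further: 0% = median of compound wells and 100% = cells with positive control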
Target sequence (Q8TDV0 whole entry, looked up): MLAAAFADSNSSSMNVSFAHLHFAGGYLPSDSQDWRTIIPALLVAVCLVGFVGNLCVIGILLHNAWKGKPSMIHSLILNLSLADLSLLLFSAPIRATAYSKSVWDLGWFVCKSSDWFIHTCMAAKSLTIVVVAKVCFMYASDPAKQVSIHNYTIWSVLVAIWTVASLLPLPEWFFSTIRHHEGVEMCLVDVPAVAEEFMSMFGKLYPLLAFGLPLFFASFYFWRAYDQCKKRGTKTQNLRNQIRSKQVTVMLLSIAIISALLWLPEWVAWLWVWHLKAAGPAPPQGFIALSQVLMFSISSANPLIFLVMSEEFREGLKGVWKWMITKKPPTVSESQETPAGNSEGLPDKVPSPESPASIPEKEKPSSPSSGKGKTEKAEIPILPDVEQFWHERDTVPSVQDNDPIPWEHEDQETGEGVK
TEAD-YAP inh: TEAD-YAP interaction inhibition; inhibition, % at 9.12 µM; HEK-TIYL cells, TEAD-Gal4/YAP UAS-luciferase luminescence; 1.4% of 640,000 active; in the data active means inhibition above about 32%;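 further: 0% = median of test compound wells and 100% = reference inhibitor wells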
FBW7 activator: activators of human E3 ligase FBW7; Q969H0; AlphaScreen FBW7–phospho-cyclin E peptide binding, activator screen; normalized activity (activation), % at 26.1 µM; 0.13% of 650,000 active; in the data active means normalized activity above about 1.9%;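 further: purified mutant Fbw7 with reduced substrate affinity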
Target sequence (Q969H0 whole entry, looked up): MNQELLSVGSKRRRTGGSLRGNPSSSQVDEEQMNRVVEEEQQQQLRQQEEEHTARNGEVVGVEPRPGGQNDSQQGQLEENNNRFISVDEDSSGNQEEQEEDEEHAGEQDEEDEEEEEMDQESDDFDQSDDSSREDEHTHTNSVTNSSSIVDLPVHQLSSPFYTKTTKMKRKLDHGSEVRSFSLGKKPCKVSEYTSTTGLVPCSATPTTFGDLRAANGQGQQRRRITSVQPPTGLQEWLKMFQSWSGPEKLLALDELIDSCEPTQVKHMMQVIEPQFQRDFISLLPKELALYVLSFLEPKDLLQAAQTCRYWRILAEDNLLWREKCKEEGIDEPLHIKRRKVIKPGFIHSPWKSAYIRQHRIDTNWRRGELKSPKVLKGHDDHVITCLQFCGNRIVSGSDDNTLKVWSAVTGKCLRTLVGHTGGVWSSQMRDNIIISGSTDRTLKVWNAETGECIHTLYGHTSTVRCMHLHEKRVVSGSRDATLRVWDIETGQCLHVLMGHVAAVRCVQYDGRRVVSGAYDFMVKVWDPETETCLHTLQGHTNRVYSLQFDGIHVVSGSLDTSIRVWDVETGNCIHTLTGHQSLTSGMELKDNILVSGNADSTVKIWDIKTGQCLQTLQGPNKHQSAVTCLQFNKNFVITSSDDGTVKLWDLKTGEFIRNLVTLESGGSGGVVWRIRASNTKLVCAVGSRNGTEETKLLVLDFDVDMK
MITF primary: inhibitors of human MITF; inhibition, % at 2.6 µM; AID 1259374; 0.91% of 650,000 active; AlphaScreen MITF homodimerization, bead proximity signal; O75030; in the data active means inhibition above about 50%;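 further: 0% = vehicle wells with protein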
An asterisk follows results filed as active; & = joins results of further samples. Not a hit list; about 3.4% have a hit in one of these screens.

SMILES	GPR151 activ	TEAD-YAP inh	FBW7 activator	MITF primary
CCNc1nc2c(c(=O)n(C)c(=O)n2C)n1Cc1ccccc1Cl	0.6	24	-0.1	-13
Cc1ccccc1OCC(O)Cn1c(NN)nc2c1c(=O)n(C)c(=O)n2C (stereo not drawn)	0.1	15	0.9	20
Cc1ccc(Cn2c(C(=O)O)c(CNCc3cccs3)c3ccccc32)cc1	1.2	14	-0.2	9
O=C(Oc1c(Br)cc(Br)cc1Br)c1cccc2ccccc12	-2.0	-9	0.0	-2
COc1ccc(S(=O)(=O)Nc2nc3ccc(Cl)cc3s2)cc1	-0.1	7	0.1	-14
COc1cc(OC)c(C=C2C(=O)OC3(CCCCC3)OC2=O)cc1Br	-0.6	2	0.1	5
CCOc1ccccc1CN1CCCC(C(=O)Nc2cccc(-n3cccn3)c2)C1 (stereo not drawn)	0.2	20	0.0	5
CCCN(C)C(=O)c1cnc2scc(C(C)(C)C)n2c1=O	0.6	-3	-0.2	3
Cc1sc2ncnc(N3CCN(S(=O)(=O)c4ccc(F)cc4)CC3)c2c1C	2.6	10	0.3	7
CCOc1ccc(NC(=O)C2C3C=CC4(O3)C2C(=O)N(C2CCC(C)CC2)C4C(=O)NC2CCCCC2C)cc1 (stereo not drawn)	0.4	11	0.0	0
CNc1c(C(=O)c2ccc(F)cc2)sc(N)c1C#N	-0.4	-1	0.0	8
Cc1ccc(C(=O)N(C)CCC#N)cc1C	-1.3	-3	1.0	18
O=C(NCc1nc2ccccc2[nH]1)c1cccc(N2CCC(N3CCOCC3)CC2)n1	0.0	11	0.0	2
CCOc1ccc(N(C)S(=O)(=O)c2ccc3[nH]cc(C(=O)NCc4ccccc4)c(=O)c3c2)cc1	0.3	-1	0.1	-5
Cc1cc(C)c(C2=NON3N(C(=O)C(C)C)c4ccccc4N23)c(C)c1	0.3	6	0.2	21
COc1ccc(-n2nc(C(=O)NCC(=O)NCc3ccc(F)cc3)c3ccccc3c2=O)cc1OC	0.8	10	0.0	-1
COc1ccc(CNc2ccc3ncc(-c4ccncc4)n3n2)cc1	-0.4	66*	-0.2	-1
O=C(N/C(=C\c1ccccc1F)C(=O)N1CCCCCC1)c1ccccc1	0.0	-1	0.2	3
CCOc1ccc(CN2CCNC(=O)C2CC(=O)NCc2ccc(OC)cc2)cc1 (stereo not drawn)	-0.8	12	0.0	8
COC(=O)COc1ccc(C=C2C(=O)N(C)C(=S)N(C)C2=O)cc1OC	1.3	-2	0.0	2
CSc1cccc(NC(=O)C2CCCN2S(=O)(=O)c2cccc3nsnc23)c1 (stereo not drawn)	-0.8	-8	-0.5	-20
CCOC(=O)c1cn(CC(=O)Nc2cccc(C)c2)nn1	-0.2	0	-0.2	-2
C=CCn1c(SCC)nnc1-c1ccc([N+](=O)[O-])cc1	0.6	0	0.1	9
COC(=O)c1ccccc1S(=O)(=O)Nc1cccc(C(C)=O)c1	1.6	-3	0.0	-2
c1ccc(CCCNc2ncc(-c3cnn(Cc4ccccc4)c3)n3ccnc23)cc1	-1.0	-6	0.1	10

Going on with the list.
SMILES	GPR151 activ	TEAD-YAP inh	FBW7 activator	MITF primary
COc1cccc(CN2CCN(Cc3cccc(Oc4ccccc4)c3)CC2)c1OC	-0.2	-7	0.5	74*
COc1ccc(OC)c(S(=O)(=O)Oc2ccc(Cl)c3cccnc23)c1	12*	6	0.3	13
Cc1ccc(-n2c(C)cc(/C=N/NC(N)=S)c2C)cc1	-0.7	11	0.1	-5
O=C(Nc1nc(-c2ccc(F)cc2)cs1)C1CC1	-0.1	-23	0.6	15
CCc1ccc(SC(CC(=O)c2ccccc2)c2cccc([N+](=O)[O-])c2)s1 (stereo not drawn)	0.8	4	-0.3	-3
Cn1c(SCC(=O)C(C)(C)C)nnc1-c1ccncc1	0.3	2	0.8	14
CCOc1ccc2nc(Nc3nc(CSc4nnc(C)s4)cc(=O)[nH]3)nc(C)c2c1	-0.3	5	0.1	11
CCOC(=O)C1=C(N)N(c2ccc(Br)cn2)C2=C(C(=O)CCC2)C1c1ccc2c(c1)OCO2 (stereo not drawn)	-0.4	-6	0.0	-2
CCOc1ccc(N2CC(C(=O)NC(C)C34CC5CC(CC(C5)C3)C4)CC2=O)cc1 (stereo not drawn)	1.5	-12	0.1	-12
Cc1nc2ccccn2c1C(=O)NNS(=O)(=O)c1ccc2c(c1)Cc1ccccc1-2	0.2	13	0.0	11
CCC(CC)NC(=O)c1ccccc1Cl	1.2	4	-0.1	-10
COc1cccc(NC(=O)CCC2CCN(C(=O)CCN3CCOCC3)CC2)c1	0.0	1	-0.1	-11
Cc1cc(OCC(O)CNC(C)c2ccccc2)ccc1Cl (stereo not drawn)	1.4	5	-0.2	-9
CC1CN(CC(=O)NCc2ccc3c(c2)OCO3)Cc2cc(Cl)ccc2O1 (stereo not drawn)	-0.6	-2	0.0	6
Cc1ccc(SCCC(=O)NCc2ccncc2)cc1	1.8	-7	-0.4	-15
Cc1cccc(CNc2nc(C)c(-c3ccn(CCO)n3)s2)c1	0.9	5	0.0	6
COc1nc(NCc2cccnc2)nc(OC)n1	-3.0	-5	-0.1	-5
N#Cc1c(N)sc(=S)c2c1CCN(Cc1ccccc1)C2	-0.6	14	-1.3	17
Cc1ccccc1OCCn1cc(/C(N)=N/O)c2ccccc21	-0.4	12	0.1	9
O=c1[nH]cnc2scc(-c3ccccc3)c12	-0.9	8	-0.2	-6
Cc1cc(C)cc(N(C(C)C(=O)NCc2ccc3c(c2)OCO3)S(C)(=O)=O)c1 (stereo not drawn)	0.9	-11	0.4	-3
C=CCn1c(=O)c2c(nc3n2CCCN3c2ccc(OCC)cc2)n(C)c1=O	2.0	0	0.0	8
O=C1CCCN1CCCNc1nc(N2CCCC2CO)nc2c1ncn2C1CCCCC1 (stereo not drawn)	1.1	-4	0.2	4
O=C(NC(c1ccccc1)c1ccccc1)C(c1ccc(Cl)cc1)N1CCOCC1 (stereo not drawn)	-0.1	-3	0.1	15
CN1CCN(c2ncc(-c3cccc(N(C)C)c3)n3ccnc23)CC1	-1.3	2	0.0	-20

The list goes on.
SMILES	GPR151 activ	TEAD-YAP inh	FBW7 activator	MITF primary
CN(Cc1cnc2nc(N)nc(N)c2n1)c1ccc(C(=O)N[C@@H](CCC(=O)O)C(=O)O)cc1	-1.6&3.4&-2.3&2.2&-0.2	0&2&2	0.0&-0.1&0.1&0.1&-0.1	-10&1&19&-2&18
CCOC(=O)N1CCN(S(=O)(=O)c2cc(C(=O)Nc3ccc(F)c(F)c3)ccc2F)CC1	-1.0	-16	0.2	5
O=C(Nc1ncccc1O)c1c(O)c2cccc3c2n(c1=O)CC3	0.2	-7	0.0	0
Cc1ccc(NC(=S)NC(=O)c2ccco2)cc1C	0.1	-55	0.7	28
COC(C(=O)NCc1ccc(Cl)cc1Cl)c1ccccc1 (stereo not drawn)	-0.3	-4	0.2	22
Cc1cccc(C)c1NC(=O)C1(NC(=O)Cn2cccc([N+](=O)[O-])c2=O)CCCCC1	0.3	7	-0.1	-2
CC(=O)Nc1ccc(-c2cc3ccccc3oc2=O)c(C)c1	2.0	-21	0.0	12
CCOc1ccc(S(=O)(=O)N/N=C(\C)c2ccc(OC)cc2OC)cc1	-1.4	1	0.2	-8
Nn1c(-c2ccc(Cl)cc2)nc2sc3c(c2c1=O)CCCC3	2.5	-34	-0.1	18
O=S(=O)(NCc1nc(N2CCCC2)c2cc(Cl)ccc2n1)c1ccccc1F	0.1	-5	0.0	12
CC(C)c1ccc2c(c1)CCC1C(C)(C(=O)O)CCCC21C (stereo not drawn)	1.4	-1	0.0	1
CCCn1c(SCC(=O)N2CCCCC2)nnc1C(C)C	-1.2	5	0.2	15
COC(=O)C1=CN(CCOC23CC4CC(CC(C4)C2)C3)C=C(C(=O)OC)C1c1ccc(OC)cc1	1.7	3	1.3	9
Cc1ccc(-n2ncc3c(N4CCN(c5cccc(Cl)c5)CC4)ncnc32)c(C)c1	0.3	4	0.0	6
CCCCCCNC(=O)c1cnn2c(C)c(Cc3ccccc3C)c(C)nc12	1.0	3	0.0	1
O=C(NCc1ccccn1)C(=O)Nc1cccc(Br)c1	0.3	-11	0.2	12
c1ccc(Nc2nc(Nc3ccccc3)nc(Sc3nc4ccccc4s3)n2)cc1	2.0	-1	0.2	-3
Cc1ccc(NC(=O)CSc2nc3nc(C)c(Cc4c(F)cccc4Cl)c(C)n3n2)cc1	2.9	5	-0.2	-4
Cc1cccc(S(=O)(=O)N2CCSC2c2ccc([N+](=O)[O-])cc2)c1 (stereo not drawn)	1.5	5	0.0	12
NC(=O)CSc1nc2c(c(=O)n1-c1cccc(Br)c1)C1(CCCCC1)Cc1ccccc1-2	2.0	-1	-0.1	15
Cc1ccc2nc(CN3CCN(Cc4cccc(F)c4)C(=O)C3)nc(N)c2c1	0.4	3	-0.1	5
Cc1cccn2c1nc(=S)n2C(=O)c1ccccc1F	0.3	-77	0.0	10
CCN1CCN(C(c2cccnc2)c2c(NC(=O)c3ccco3)sc(C)c2C)CC1 (stereo not drawn)	-1.6	17	-0.1	3
COc1cccc(/C=C/c2cc(C(F)(F)F)[nH]c(=O)n2)c1OC	0.2	11	0.1	5
COc1nc(Oc2ccc(=O)n(C)n2)nc(N(C)C)n1	-1.7	-1	0.1	0

13 structures from above, sorted by count of non-hydrogen atoms, high to low:
SMILES	GPR151 activ	TEAD-YAP inh	FBW7 activator	MITF primary
COC(=O)C1=CN(CCOC23CC4CC(CC(C4)C2)C3)C=C(C(=O)OC)C1c1ccc(OC)cc1	1.7	3	1.3	9
CN(Cc1cnc2nc(N)nc(N)c2n1)c1ccc(C(=O)N[C@@H](CCC(=O)O)C(=O)O)cc1	-1.6&3.4&-2.3&2.2&-0.2	0&2&2	0.0&-0.1&0.1&0.1&-0.1	-10&1&19&-2&18
Cc1ccc(NC(=O)CSc2nc3nc(C)c(Cc4c(F)cccc4Cl)c(C)n3n2)cc1	2.9	5	-0.2	-4
Cc1cccc(C)c1NC(=O)C1(NC(=O)Cn2cccc([N+](=O)[O-])c2=O)CCCCC1	0.3	7	-0.1	-2
Cc1ccc(-n2ncc3c(N4CCN(c5cccc(Cl)c5)CC4)ncnc32)c(C)c1	0.3	4	0.0	6
O=S(=O)(NCc1nc(N2CCCC2)c2cc(Cl)ccc2n1)c1ccccc1F	0.1	-5	0.0	12
CCOc1ccc(S(=O)(=O)N/N=C(\C)c2ccc(OC)cc2OC)cc1	-1.4	1	0.2	-8
Cc1cccc(S(=O)(=O)N2CCSC2c2ccc([N+](=O)[O-])cc2)c1 (stereo not drawn)	1.5	5	0.0	12
COc1cccc(/C=C/c2cc(C(F)(F)F)[nH]c(=O)n2)c1OC	0.2	11	0.1	5
CC(C)c1ccc2c(c1)CCC1C(C)(C(=O)O)CCCC21C (stereo not drawn)	1.4	-1	0.0	1
CCCn1c(SCC(=O)N2CCCCC2)nnc1C(C)C	-1.2	5	0.2	15
Cc1cccn2c1nc(=S)n2C(=O)c1ccccc1F	0.3	-77	0.0	10
Cc1ccc(NC(=S)NC(=O)c2ccco2)cc1C	0.1	-55	0.7	28

Next results.
SMILES	GPR151 activ	TEAD-YAP inh	FBW7 activator	MITF primary
Fc1ccc(Nc2nc(N3CCOCC3)c3ccccc3n2)cc1	0.2	7	0.0	5
COc1ccc(N(C(=O)Nc2ccccc2OC)C2=NCCC2)cc1	0.2	-5	-0.1	-8
Cn1c(NCCO)nc2c1c(=O)n(Cc1ccccc1Cl)c(=O)n2C	1.2	-3	-0.2	-26
N#Cc1ccc(/C=N/NC(=O)c2ccc3c(c2)OCO3)cc1	-0.9	-7	0.0	-4
COC(=O)c1cccc2c1C(=O)c1ccccc1C2=O	-0.1	5	0.1	6
Cc1ccc(-c2ocnc2C(=O)NCc2ccc(S(N)(=O)=O)cc2)cc1	0.8	1	0.3	-16
COCCCNC(=O)c1cnn2c(C(F)(F)F)cc(-c3cccs3)nc12	-0.4	-6	0.2	9
Cc1ccc(N(C)C(=O)Cn2nc(Cc3ccncc3)c3ccccc3c2=O)cc1C	1.1	-14	0.3	4
CCOC(=O)C(C)Oc1cc(C)cc2oc(=O)cc(-c3ccccc3)c12 (stereo not drawn)	3.1	17	0.0	-6
O=S(=O)(NCCc1ccc(F)cc1)c1ccc(Cl)cc1	-1.4	-6	-0.1	-5
O=C(COc1ccccc1)Nc1ccc(N2CCC(N[C@H]3CCCCNC3=O)CC2)cc1	0.4	-5	0.0	-17
CCOC(=O)C1=C(C)NC(SCC(N)=O)=C(C#N)C1c1cccs1 (stereo not drawn)	0.0	5	-0.1	5
Cc1cc(C)nc(N2C(=O)CC(C(=O)O)NC2=NCCc2c[nH]c3ccccc23)n1 (stereo not drawn)	1.4	12	-0.3	-7
CC1CCCCN1Cc1nnnn1Nc1cccc([N+](=O)[O-])c1 (stereo not drawn)	-1.2	12	-0.1	50
COC(=O)c1ccc(/C=N/NC(=O)C(=O)Nc2ccc(Br)cc2)cc1	1.3	19	0.0	6
O=C(N/N=C/c1nc2ccccc2n1Cc1ccc(Cl)cc1)c1ccncc1	0.7	11	-0.2	7
O=C(Nc1ccc2c(c1)OCO2)NC1CCN(Cc2ccccc2)CC1	-1.5	-34	-0.2	-4
CC(=O)N1CCN(c2ccc(NC(=O)c3ccccc3Br)cc2)CC1	-1.1	-1	-0.2	-10
Cc1cc(Nc2cccc(C(F)(F)F)c2)nc(NCc2ccccc2)n1	0.4	18	-0.1	-9
Cc1ccc(-c2oc3ccccc3c(=O)c2OC(=O)c2ccncc2)cc1	1.7	-62	0.1	4

Single records, from the list above. Order of screens: GPR151 activ, TEAD-YAP inh, FBW7 activator, MITF primary
Shown for `COc1ccc(N(C(=O)Nc2ccccc2OC)C2=NCCC2)cc1` : 0.2, -5, -0.1, -8
Shown for `O=C(N/N=C/c1nc2ccccc2n1Cc1ccc(Cl)cc1)c1ccncc1` : 0.7, 11, -0.2, 7

Bioassay records: PubChem BioAssay, The Scripps Research Institute Molecular Screening Center
